Source: PubChem (several laboratories)
EP2 modulator: modulates human prostaglandin E2 receptor EP2 signaling. 0.83% of 260,000 active. EP2-expressing cells, cAMP HTRF FRET, PGE2 co-stimulation. induction, % at 25 µM. P43116;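 active = compounds whose cAMP rise, as percent of the full-agonist control response, exceeds 60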;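 note: rat C6 glioma line stably carrying human EP2 under a CMV promoter; the protocol text gives 20 µM as final concentration; 100% = response of wells given 1 µM PGE2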
TRPML3 ag: human mucolipin-3 channel agonism; HEK293 TRPML3-YFP, Fluo-8 calcium fluorescence; 100% = the carbachol control signal; activation, % at 3 µM; 0.29% of 220,000 active; AID 1448;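 active = activation above its plate's cutoff, the mean activation of the plate's test wells plus 3 SD, cut at about 12% in these data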;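 note: 0% = DMSO only wells and 100% = carbachol wells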
Target sequence (Q8TDD5 whole entry, looked up): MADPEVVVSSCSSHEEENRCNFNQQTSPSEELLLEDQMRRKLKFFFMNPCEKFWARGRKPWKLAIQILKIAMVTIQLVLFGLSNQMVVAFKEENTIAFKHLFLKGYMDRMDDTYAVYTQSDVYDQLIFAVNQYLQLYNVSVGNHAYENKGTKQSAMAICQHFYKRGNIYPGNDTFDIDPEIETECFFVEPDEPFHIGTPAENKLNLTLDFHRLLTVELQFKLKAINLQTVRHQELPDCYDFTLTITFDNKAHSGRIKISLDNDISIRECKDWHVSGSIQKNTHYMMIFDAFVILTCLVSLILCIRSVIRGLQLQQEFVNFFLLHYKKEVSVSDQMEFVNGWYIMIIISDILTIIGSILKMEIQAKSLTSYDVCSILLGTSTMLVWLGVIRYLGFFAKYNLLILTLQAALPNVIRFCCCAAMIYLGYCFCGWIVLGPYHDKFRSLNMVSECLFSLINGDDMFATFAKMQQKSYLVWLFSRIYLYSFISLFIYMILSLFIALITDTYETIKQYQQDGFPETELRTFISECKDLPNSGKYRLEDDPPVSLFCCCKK
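Test system: TRPML3-YFP stable HEK293 cells. Doses: single point at 3 µM. Incubation: dye loading 1 h 37 °C then 30 min ambient, 125 s read. Signal: Fluo-8 calcium dye fluorescence, ex 470-495, em 515-575 nm. Measure: percent activation from peak-to-basal fluorescence ratio, scaled between DMSO and carbachol.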
NPY2 pot ag: potentiators or agonists of human neuropeptide Y receptor Y2 | AID 1359 | cells expressing NPY-Y2, potentiator/agonist read-out | P49146 | 0.45% of 220,000 active | activation, % at 3.6 µM; in the data active = activation above about 27%;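 note: cells stimulated with NPY near EC25 plus isoproterenol at EC100; 0% = vehicle plus submaximal agonist and 100% = vehicle plus saturating agonist; some results beyond the cut were filed as inactive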
NPY-Y1 antag: blocks the human neuropeptide Y Y1 receptor. P25929. HEK293-CNG Y1 cells, membrane potential fluorescence; NPY at EC95, then isoproterenol. inhibition, % at 3.6 µM. 1% of 200,000 active. AID 1040;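 active = inhibition above the campaign mean inhibition of all tested compounds plus 3 SD, cut at about 20% in these data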;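 note: 0% = DMSO wells given NPY plus isoproterenol and 100% = isoproterenol alone without NPY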
Target sequence (P25929 whole entry, looked up): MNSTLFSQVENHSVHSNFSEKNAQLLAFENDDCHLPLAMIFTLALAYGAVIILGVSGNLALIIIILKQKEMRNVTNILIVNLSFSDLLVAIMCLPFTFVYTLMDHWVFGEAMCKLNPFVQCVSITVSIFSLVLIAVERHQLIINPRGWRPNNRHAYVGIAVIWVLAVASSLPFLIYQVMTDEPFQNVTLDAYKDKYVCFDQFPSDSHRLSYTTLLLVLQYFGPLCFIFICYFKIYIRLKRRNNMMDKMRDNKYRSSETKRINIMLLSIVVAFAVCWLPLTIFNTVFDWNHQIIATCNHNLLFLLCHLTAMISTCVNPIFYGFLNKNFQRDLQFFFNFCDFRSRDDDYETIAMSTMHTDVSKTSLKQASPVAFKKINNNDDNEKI
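System: HEK293 cells with Y1 receptor plus CNG channel / Probe or stimulus: NPY 25 nM then isoproterenol 1 µM plus Ro 20-1724 25 µM / Compound: one concentration, 3.6 µM, in 0.4% DMSO / Schedule: compound incubation 1 h at room temperature, readout 45 min post-stimulation / Measured by: membrane potential fluorescence / Read-out: % inhibition of NPY effect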
S1P4 antagonist: human S1P4 receptor antagonism. S1P4-expressing cells, antagonist mode, reporter read-out. inhibition, % at 4.98 µM. 0.26% of 220,000 active; in the data active = inhibition above about 29%;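 note: 0% = wells stimulated with agonist and 100% = vehicle wells without agonist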
S1P4 ag: human S1P4 receptor agonism; S1P4-expressing cell line, agonist reporter assay; O95977; activation, % at 4.98 µM; 0.35% of 220,000 active; AID 1509; in the data active = activation above about 11%;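 note: 0% = DMSO vehicle and 100% = reference agonist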
NPY1 pot ag: potentiates or activates human NPY-Y1 receptor; P25929; NPY-Y1 expressing cells, potentiator/agonist activation; activation, % at 3.6 µM; 0.37% of 220,000 active; in the data active = activation above about 33%, passing the limit was not always enough;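 note: cells stimulated with NPY at EC10 then isoproterenol at EC100; 0% = low agonist plus stimulus and 100% = saturating agonist plus stimulus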
CHOP inhibitor: CHOP inhibition in unfolded protein response; CHO-K1 CHOP-promoter luciferase, tunicamycin-induced, 15-18 h; inhibition, % at 10 µM; 3.8% of 220,000 active;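 active = compounds that reduced the stress-induced luciferase reporter signal by more than about 70% of percent inhibition, limit read from the data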;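 note: 0% = tunicamycin plus vehicle and 100% = wells without tunicamycin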
zfTRPN1 agonist: zebrafish TRPN1 (NompC) channel agonism. HEK293 zebrafish TRPN1-YFP, Fluo-8 calcium fluorescence; 100% = response to 87 µM carbachol. activation, % at 3 µM. 0.18% of 220,000 active. AID 1424;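 active = activation above its plate's cutoff, the mean activation of test wells on that plate plus 3 SD, cut at about 19% in these data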;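 note: 0% = DMSO alone and 100% = 87 µM carbachol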
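Material – zebrafish TRPN1-YFP in HEK293 cells · Doses – 3 µM single point · Schedule – dye 1 h 37 °C plus 30 min RT · Signal – Fluo-8 calcium fluorescence, excitation 470-495 nm, emission 515-575 nm · Read-out – % activation versus carbachol response · Control set – carbachol high, DMSO low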
Active calls of the source: *; / = no result given; & = joins results of further samples.

compound	EP2 modulator	TRPML3 ag	NPY2 pot ag	NPY-Y1 antag	S1P4 antagonist	S1P4 ag	NPY1 pot ag	CHOP inhibitor	zfTRPN1 agonist
Clc1cccc(Cl)c1Cn1nnc(-c2cccs2)n1	9	-0.1	5	14	5	0.1	-24	70	-1.8
O=C(NC1CCCC1)c1cccc(S(=O)(=O)N2CCCCC2)c1	-5	0.6	-9	3	4	1.3	-21	25	-0.2
O=C(OC(C(=O)Nc1cc(Cl)cc(Cl)c1)c1ccccc1)C1=COCCO1 (stereo not drawn)	28	1.0	7	10	15	-0.1	-6	-16	1.3
COC(=O)c1ccc(CN2CCN(C3CCCCC3)C(CCO)C2)cc1 (stereo not drawn)	9	-0.6	3	7	-13	1.5	8	10	0.3
CCCCNC(=O)c1cc2cccc([N+](=O)[O-])c2[nH]1	-55	0.3	-18	/	8	-2.6	-2	7	2.7
Cc1cc(C(=O)Nc2cnc3ccccc3c2)ccc1[N+](=O)[O-]	-46	0.8	-1	-2	-14	-0.7	1	-20	2.2
CC(C)OCCCNC(=O)CN1CCN(Cc2ccccc2Cl)C1=O	12	0.5	-2	4	-9	1.1	-1	33	-0.8
CCCCCCC1CC(CSC(=N)N)OC1=O (stereo not drawn)	-9	0.5	-13	1	-4	1.7	-9	-1	0.2
COC(=O)NNC(=O)c1ccccc1C	11	0.9	-8	7	1	1.7	-9	24	0.0
COc1ccccc1N1CCN(C(=O)c2cc(-c3cccs3)on2)CC1	2	-0.2	-2	-3	-7	-1.0	7	13	-0.7
O=C(Nc1ccccc1)c1cccc(N2C(=O)CCC2=O)c1	-4	0.7	-12	1	0	2.0	-2	7	-0.2
C/C(CS(=O)(=O)c1ccc(Cl)c(Cl)c1)=N/NC(N)=S	-18	0.6	-10	2	13	0.9	18	66	1.0
Cc1cc2c3ccccc3ncn2n1	9	0.0	-25	/	-1	-0.7	1	12	0.8
NC(=O)Cn1nnc(-c2ccc(CN3CCCCC3)cc2)n1	9	1.1	-5	-6	15	-0.1	6	-13	-0.1
CCOC(=O)c1c(NC(=O)CSc2nnc(C)c(=O)[nH]2)sc(C)c1-c1ccc(C)cc1	27	0.0	-7	/	-1	2.6	4	-1	2.2
CCOC(=O)N1CCN(CC(=O)Nc2ccc(F)cc2)CC1	-47&22	0.9	-8	0	-42	0.0	0	15	2.2
CSC1=N/C(=C/c2cccnc2)C(=O)N1Cc1ccc(Cl)cc1	-7	0.7	-30	/	-7	2.4	-4	10	-0.7
COc1ccccc1Sc1ccccc1/C=N/NC(N)=O	27	-1.2	11	-1	17	1.4	19	25	-2.4
CCc1nc2ccc(C(=O)NCc3ccccc3)cc2nc1CC	-8	-1.1	-21	-3	-8	-1.2	3	13	-1.5
COc1cccc(CNC(=O)C(c2ccc(Cl)cc2)C(C)C)c1 (stereo not drawn)	30	0.3	-8	21*	-7	-0.4	-5	35	-2.3

Molecules listed so far that have a Cl atom:
compound	EP2 modulator	TRPML3 ag	NPY2 pot ag	NPY-Y1 antag	S1P4 antagonist	S1P4 ag	NPY1 pot ag	CHOP inhibitor	zfTRPN1 agonist
Clc1cccc(Cl)c1Cn1nnc(-c2cccs2)n1	9	-0.1	5	14	5	0.1	-24	70	-1.8
O=C(OC(C(=O)Nc1cc(Cl)cc(Cl)c1)c1ccccc1)C1=COCCO1 (stereo not drawn)	28	1.0	7	10	15	-0.1	-6	-16	1.3
CC(C)OCCCNC(=O)CN1CCN(Cc2ccccc2Cl)C1=O	12	0.5	-2	4	-9	1.1	-1	33	-0.8
C/C(CS(=O)(=O)c1ccc(Cl)c(Cl)c1)=N/NC(N)=S	-18	0.6	-10	2	13	0.9	18	66	1.0
CSC1=N/C(=C/c2cccnc2)C(=O)N1Cc1ccc(Cl)cc1	-7	0.7	-30	/	-7	2.4	-4	10	-0.7
COc1cccc(CNC(=O)C(c2ccc(Cl)cc2)C(C)C)c1 (stereo not drawn)	30	0.3	-8	21*	-7	-0.4	-5	35	-2.3

Continuation:
compound	EP2 modulator	TRPML3 ag	NPY2 pot ag	NPY-Y1 antag	S1P4 antagonist	S1P4 ag	NPY1 pot ag	CHOP inhibitor	zfTRPN1 agonist
O=C(O)CCC(=O)Nc1ccc(Cc2ccc(NC(=O)CCC(=O)O)c(O)c2)cc1O	10	0.8	-8	3	6	-0.1	7	44	0.3
O=C(NCc1ccco1)c1ccccc1-c1nc(-c2ccc(F)cc2)no1	-19	-0.3	-12	/	16	1.0	-13	14	0.3
S=c1[nH]nc(-c2ccc3ccccc3n2)o1	20	0.8	-11	20*	-17	-0.8	-3	-32	0.3
CCCCn1c(SCC(=O)c2ccc(OCC)cc2)nc2cc(S(N)(=O)=O)ccc21	19	0.6	-12	5	-8	1.4	-24	8	0.1
COc1ccccc1CNC(=O)COc1ccccc1OC	3	0.2	12	3	5	-3.3	-33	-1	0.0
COc1ccc(CCNC(=O)CN(C)S(=O)(=O)c2cccs2)cc1OC	1	0.4	-6	0	14	-1.0	-13	-4	0.0
CN(Cc1nc2ccc(Cl)cc2[nH]1)Cc1nc(-c2cnccn2)no1	0	0.6	0	0	-15	3.2	13	24	1.6
Cc1cc(=O)oc2cc(OCc3ccc(C(=O)OCC(=O)Nc4ccc(N(C)C)cc4)cc3)ccc12	8	1.1	3	2	-10	2.5	5	-17	1.5
CCOC(=O)c1c(NC(=O)CSc2nnc(-c3ccco3)o2)sc(C)c1C	-4	0.2	-3	12	-5	-0.3	25	12	-1.3
CCOC(=O)Cc1csc(NC(=O)c2ccc(S(=O)(=O)N3CCOCC3)cc2)n1	9	2.2	1	-2	4	-0.7	-5	28	4.0
CCOC(=O)C1CCN(C(=O)CCS(=O)(=O)c2ccc3c(c2)CCN3C(=O)CC)CC1	5	0.7	15	-1	-7	-0.9	26	11	0.1
Cc1ccc([C@H]2C(C#N)=C(N)Oc3cc(C)oc(=O)c32)o1	10	1.1	0	-2	-7	0.0	11	-22	-0.6
CCOC(=O)c1cnc2ccc(OCC)cc2c1NCc1ccccc1	53	-0.5	-67	70*	-9	1.2	-199	66	-2.6
CCNC(=O)CSc1nnc(-c2cccc(S(=O)(=O)N(CC)CC)c2)n1CCc1ccccc1	-9	-0.6	-11	3	9	2.5	16	28	0.5
CN1CCCC(OC(=O)/C(C#N)=C/c2ccccc2)C1 (stereo not drawn)	-12	1.0	6	-2	-37	2.2	-2	5	1.2
COCCn1c(-c2ccc(Cl)cc2)cnc1SCC(=O)NCc1cccs1	25	-1.4	-18	5	13	-1.5	-6	-4	-2.3
O=C(CSc1oc(-c2ccc(F)cc2)nc1S(=O)(=O)c1ccccc1)NCC1CCCO1 (stereo not drawn)	11	0.0	0	-5	-3	-0.2	-7	26	-0.5
CCOc1ccc(-n2nnc3c(=O)n(CC(=O)c4ccccc4)cnc32)cc1	/	0.2	14	3	-6	0.7	13	/	1.1
CN(C)c1ccc(/C=C(\C#N)C(=O)Nc2nc3c(s2)CCN(Cc2ccccc2)C3)cc1	24	2.9	-3	-6	-11	1.8	-13	55	6.0
CCCCCOC(=O)Nc1nnc(CCC)s1	17	-1.6	-20	6	-15	1.4	16	3	-1.4
CNc1oc(-c2ccc(Cl)cc2)nc1C#N	0	-0.8	22	0	-7	0.1	10	8	-1.0
Cc1nnn(-c2nonc2N)c1C(=O)NNC(=O)c1ccc(Cl)c(Cl)c1	30	-1.1	-9	8	-14	1.2	-18	6	-2.0
COc1ccc(Cn2c(SCc3cc(C)ccc3C)nc3cc(OC)c(OC)cc3c2=N)cc1	31	1.0	13	47*	-1	0.9	-34	104*	0.2
Cc1cccc(Nc2nc3ccccc3s2)c1C	18	-0.3	2	2	5	1.1	-24	10	0.4
O=C(NNC(=S)NC1CCCCC1)c1ccccc1Cl	0	0.8	11	-2	-9	-0.2	2	-7	-1.4
CCOC(=O)c1ccc(NC(=S)NCCc2ccccc2F)cc1	-46	3.7	-2	5	15	0.0	-3	29	6.5
Cc1ccc(S(=O)(=O)C(C#N)c2nc3ccccc3nc2OC(C)C)cc1 (stereo not drawn)	25	1.0	-9	-2	3	-0.4	-2	20	0.5
Cc1ccc(C(=O)CCC(=O)Nc2cccc(C(F)(F)F)c2)cc1	39	1.2	-17	12	2	-1.4	-19	102*	1.8
COc1cc(/C=C/[N+](=O)[O-])ccc1OCc1cccc(C(=O)O)c1	-36	0.1	-3	0	5	-1.5	-5	77*	0.7
COc1cc(OC)c(C2=NOC(C(=O)Nc3c(C)n(C)n(-c4ccccc4)c3=O)C2)cc1Cl (stereo not drawn)	18	0.8	6	5	-1	0.4	3	12	0.1
CC1(C)C(=O)Nc2ccccc2N1C(=O)CSc1nnc2ccccn12	21	0.4	5	1	-22	0.4	-29	2	0.0
CCc1ccc(NC(=O)C2CCCN2S(=O)(=O)c2ccc3c(c2)n(C)c(=O)c(=O)n3C)cc1 (stereo not drawn)	21	-0.2	-4	/	9	0.6	26	28	-1.2
